Ub-GFP proteasome: inhibits proteasome, raising ubiquitin-GFP reporter fluorescence. AID 526. 67,000 tested, under 10 active. Potency, µM (highest dose often 45.9 µM), without a hit: at the highest dose activation (GFP accumulation), hits mostly activators. Ubiquitin-GFP reporter cells, proteasome inhibition, GFP fluorescence; response scale: untreated = 0%, 10 µM MG-132 = 100%; active = well fitted activation curve with a large enough effect, not every such curve was filed as active; inconclusive = small, poorly fitted or top-dose-only effect, or another doubt; inactive = no such curve, though single readings can be large or run the other way; note: potency is the fitted concentration of half-maximal effect
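U2OS cells stably expressing ubiquitin(G76V)-GFP, seeded overnight in 0.5% FBS medium, were exposed to compounds (qHTS, 46 uM to 2.9 nM) for 4 hr at 37 °C. GFP-positive cells were counted by laser cytometry (488 ex/515 em), normalized between basal and 10 uM MG-132.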
Fluorescein fluor: compound autofluorescence in fluorescein spectral region; Compound autofluorescence, 480/540 nm, fluorescein-equivalent; stronger effect = higher value; max fluorescein-equivalent concentration, M; hit rate 0.91% among 59,000; AID 593; in the data active = max fluorescein-equivalent concentration above about 10 nM; inconclusive = between about 1.1 nM and that limit
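In this qHTS profile, compound fluorescence was measured with a 480 nm/540 nm filter pair following a 15-min room-temperature incubation in 100 mM Tris (pH 8.0). A six-point fluorescein series on each plate served for normalization.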
HBB splicing: alters splicing of the hemoglobin beta chain; Potency, µM (series often up to 46.1 µM), for the others: top-dose activation, usual class: activators; HBB splicing reporter cell assay, activation; EGFP reporter with mutant IVS2-654 intron; response scale: normalised to 500 nM splice-correcting PNA; hit rate 0.06% among 65,000; note: potency is the fitted concentration of half-maximal effect; 0% is about no effect
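HeLa cells stably expressing EGFP interrupted by mutant beta-globin intron 2 (IVS2-654), 500/well in 2% FCS. Treated with compound for 2 days at 37C. Splicing correction scored as total well GFP intensity (488 nm excitation, 500-520 nm emission); 500 nM antisense PNA served as control.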
ERK AVP inh: inhibitors of vasopressin-stimulated ERK signaling pathway | HEK293-V1b, vasopressin-stimulated pERK AlphaScreen | Potency, µM (highest dose often 57.5 µM), for the others: top-dose activity, negative = inhibition, most hits filed as inhibitors | hit rate 0.99% among 72,000; note: potency is the fitted concentration of half-maximal effect; % is set by controls: 0 for no effect and ±100 for the full control effect; nearly all actives have a fitted effect of over 55% in size
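HEK293 cells stably expressing V1b receptor, seeded overnight in 1% FBS, were treated with compounds for 30 min at 37C, then stimulated 5 min with 25 nM vasopressin; phospho-ERK read by AlphaScreen SureFire after lysis.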
CRE-bla Fsk: alters forskolin-stimulated CRE reporter signaling in CHO cells; AID 662; hit rate 2.5% among 71,000; Potency, µM (doses to about 38.2 µM), for the others: at the top dose activity change, negative = inhibition, usual class: activators; CHO CRE-bla reporter (cAMP response element driving beta-lactamase), forskolin EC10, beta-lactamase ratio; active = well fitted activation curve with a large enough effect in the signal ratio, with a control signal flat, not every such curve was filed as active; inconclusive = small, poorly fitted or top-dose-only effect, or effect the other way, or a change in a side signal; the % refers to the signal ratio; note: potency is the fitted concentration of half-maximal effect; % of control where 0% means no effect
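qHTS titration format; CRE-bla CHO reporter; stimulus EC10 NKH 477, a water-soluble forskolin. Read: CCF4 460/530 nm ratio. Potency expressed as AC50 for activators or inhibitors.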
FLuc inh: inhibitors of firefly luciferase; P08659; purified firefly luciferase, luminescence, 8 min; Potency, µM (titrated, usually from 57.1 µM), inactives show at the top dose activity change, negative = inhibition, usual class: inhibitors; hit rate 2.2% among 72,000; AID 411; note: potency is the fitted concentration of half-maximal effect; % is set by controls: 0 for no effect and ±100 for the full control effect; nearly all actives have a fitted effect of over 40% in size
Target sequence (P08659 whole entry, looked up): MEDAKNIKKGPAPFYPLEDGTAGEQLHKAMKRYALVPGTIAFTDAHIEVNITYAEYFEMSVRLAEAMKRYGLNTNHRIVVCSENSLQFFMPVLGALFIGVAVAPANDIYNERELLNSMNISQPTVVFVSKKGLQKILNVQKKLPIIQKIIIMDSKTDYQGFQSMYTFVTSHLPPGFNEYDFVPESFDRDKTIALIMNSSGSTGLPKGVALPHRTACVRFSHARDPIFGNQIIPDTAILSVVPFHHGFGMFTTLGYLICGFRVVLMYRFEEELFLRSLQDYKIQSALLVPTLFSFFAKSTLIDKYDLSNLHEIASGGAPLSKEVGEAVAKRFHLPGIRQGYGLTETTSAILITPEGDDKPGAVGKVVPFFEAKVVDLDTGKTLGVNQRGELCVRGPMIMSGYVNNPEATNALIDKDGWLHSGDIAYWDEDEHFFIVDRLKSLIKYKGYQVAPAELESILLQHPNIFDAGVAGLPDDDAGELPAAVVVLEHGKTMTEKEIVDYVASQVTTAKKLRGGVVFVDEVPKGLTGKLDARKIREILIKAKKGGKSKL
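Luminescence read-out after 8 min at room temperature; enzyme reaction used luciferin plus 10 uM ATP (linear range) in imidazole buffer pH 7.2 with KCl, MgCl2, Tween 20 and BSA. Each sample was run as a titration.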
A350 autofl: compound fluoresces in the Alexa 350 spectral region; Compound autofluorescence, 340/450 nm, Alexa 350 dye-equivalents; stronger effect = higher value; max dye-equivalent concentration, M; hit rate 11% among 59,000; AID 590; in the data active = max dye-equivalent concentration above about 10 nM; inconclusive = mostly about 1.1 nM to 9.6 nM
Hsp90 Hop PPI: changes Hsp90-Hop TPR2A binding signal, up or down; hit rate 0.44% among 71,000; AlphaScreen TPR2A-His6 binding biotin-Hsp90 C-terminal peptide; Potency, µM (highest dose often 57 µM), for the others: top-dose activity change, negative = inhibition; active = well fitted curve in either direction with a large enough effect; inconclusive = small, poorly fitted or top-dose-only effect, or another doubt; note: potency is the fitted concentration of half-maximal effect; % is set by controls: 0 for no effect and ±100 for the full control effect; many of its hits are not listed in these tables
GFP derepression: epigenetic GFP locus derepression in mouse cells; mouse C127i GFP locus derepression, cytometry, 30 h; Potency, µM (highest dose often 46.1 µM), for the others: top-dose GFP derepression (activation); hit rate 0.09% among 68,000; note: % of control where 0% means no effect
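Locus derepression in mouse mammary C127i cells whose integrated CMV-GFP reporter is normally silent; GFP expression after 30 h compound treatment was quantified by counting fluorescent cells.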
4MU fluor: compounds fluorescent in 4-MU spectral region | compound autofluorescence, 340/450 nm, 4-MU equivalents; stronger effect = higher value | max dye-equivalent concentration, M | hit rate 11% among 59,000 | AID 589; in the data active = max dye-equivalent concentration above about 10 nM; inconclusive = mostly about 1.1 nM to 9.6 nM
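Compounds in 100 mM Tris, pH 8.0, incubated 15 min at room temperature, then fluorescence read at 340 nm excitation/450 nm emission. Signal converted to 4-MU dye-equivalent concentration using an on-plate six-point 4-MU standard curve.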
Texas Red fluor: Texas Red region autofluorescence; Compound fluorescence, Texas Red channel, 547/618 nm; stronger effect = higher value; max dye-equivalent concentration, M; hit rate 0.06% among 59,000; AID 587; in the data active = max dye-equivalent concentration above about 10 nM; inconclusive = between about 1.1 nM and that limit
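Fluorescence at ex 547/em 618 nm, normalized against an on-plate Texas Red standard series to give dye-equivalent concentration per compound concentration. Buffer 100 mM Tris, pH 8.0; 15 min RT incubation before CCD imaging.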
The depositor's hits bear a star; i = inactive; ? = inconclusive; / = not tested or not shown; [ ] = remark or other dose. Unless noted, calls come from the whole dose curve; as a rule, active = well fitted curve in the direction sought with a large enough effect; inconclusive = small, poorly fitted or top-dose-only effect, or another doubt; inactive = no such curve, though single readings can be large; an effect the other way counts as inactive or inconclusive.

Below each compound – GFP derepression, CRE-bla Fsk, ERK AVP inh, Hsp90 Hop PPI, A350 autofl, FLuc inh, Texas Red fluor, Fluorescein fluor, HBB splicing, 4MU fluor, Ub-GFP proteasome
1) O=C(CSc1nnnn1-c1ccc2c(c1)OCCO2)N1CCc2ccccc21
  -2%, -10%, ?, 1%, i, 0%, i, i, -0.2%[57.5 µM], i, 0%
2) CC(C)NS(=O)(=O)c1ccc(CCC(=O)N2CCOCC2)cc1
  -1%, 13%, -6%, -4%, i, 1%, i, ?, -0.9%, i, 2%
3) COC(=O)C1C(=O)C2=C(CC1C)NC(=O)CC2c1ccc(O)c(OC)c1 (stereo unspecified)
  -6%, -1%, -3%, -2%, i, 0%, i, ?, 1.3%, i, -5%
4) CN1CCCC(OC(=O)COc2ccccc2)C1 (stereo unspecified)
  0%, -9%, 0%, -2%, i, -1%, i, i, -1.5%, i, 6%
5) O=C(Nc1ccc(Nc2ccccc2)cc1)C1CC1
  4%, 3%, 4%, ?, i, -8%, i, i, -0.3%, i, 4%
6) CCCC(=O)Nc1c(C)nn(C(=O)CCC)c1C
  0%, -3%, 4%, -4%, /, -2%, /, /, -0.3%, /, -4%
7) Cn1c(=O)n(CCCOc2ccc(Br)cc2)c2ccccc21
  3%, 22%, -16%, 2%, i, -2%, i, i, 2.5%, i, -4%
8) O=C1C2C3C=CC(C3)C2C(=O)N1c1n[nH]c(CCc2ccccc2)n1 (stereo unspecified)
  -3%, -17%, -30%, -2%, i, 2%, i, ?, -0.7%, i, -2%
9) CCn1ncc(Cl)c1C(=O)NC(C)c1ccccc1 (stereo unspecified)
  3%, ?, -13%, -3%, i, -1%, ?, i, -0.7%, i, -5%
10) COCCNc1nc(C)nc2c1nc(-c1ccccc1)n2C1CCN(Cc2ccccc2)C1 (stereo unspecified)
  /, ?, -9%, -5%, /, /, /, /, -0.2%, /, -6%
11) Cc1ccc([C@@H]2C3COCC=C3C(C#N)=C(N)C2(C#N)C#N)o1 (stereo partly specified)
  6%, 4%, 3%, -5%, 5.1e-08M*, -3%, i, 1.2e-08M*, 3.8%[57.5 µM], 3.7e-08M*, -1%
12) CCCN(CCC)S(=O)(=O)c1ccc(C(=O)Nc2nnc(-c3cc(OC)cc(OC)c3)o2)cc1
  2%, ?, 5%, -2%, i, -1%, ?, i, -0.2%, i, 5%
13) Cc1ccc(N2C(=O)c3ccc(N)cc3C2=O)cc1C
  -1%, ?, 31%[activator], 22%, i, -23%, i, ?, -2.1%, i, -6%
14) Cc1cc(NC(=O)c2cc(-c3ccccn3)nc3ccccc23)no1
  -2%, ?, -21%, -4%, i, 0%, ?, i, 2.7%[57.5 µM], i, 2%
15) CC1NC2(C(=O)N(Cc3ccccc3)c3ccccc32)C2C(=O)N(c3ccccc3)C(=O)C12 (stereo unspecified)
  -3%, -22%, -11%, -1%, /, -1%, /, /, 0.9%, /, 3%
16) CCNCCCNCCCNCCCNCC
  0%, ?, 18%, -2%, /, 1%, /, /, /, /, 12%
17) CCn1cc(SCC(=O)Nc2cc(C)on2)c2ccccc21
  /, -7%, /, -2%, /, 3%, /, /, -1.0%, /, 4%
18) COc1ccc(OC)c(CNC(=O)C2CCCN(C(=O)N(C)C)C2)c1 (stereo unspecified)
  1%, -10%, -14%, -1%, i, -2%, i, i, 1.5%, i, 8%
19) CCc1cc2c(=O)c(Oc3ccccc3F)c(C)oc2c(CN(C)C)c1O
  1%, 3%, 4%, 1%, /, 0%, /, /, -4.7%, /, -9%
20) Cc1occc1C(=O)Nc1nnc(C(F)(F)F)s1
  5%, 9%, -15%, -3%, i, -4%, i, i, 3.9%, i, -6%
21) COc1ccc(C2CCCN2C(=O)Nc2ccc(F)cc2)cc1OC (stereo unspecified)
  0%, 12%, -19%, -3%, /, -3%, /, /, -1.1%, /, 13%
22) CN(C)c1ccc(CNC2CC(C)(C)NC(C)(C)C2)cc1
  2%, 0%, -29%, -1%, i, 0%, ?, i, 0.6%, i, 3%
23) CN1CCN(C(=O)c2ccc(N(Cc3ccccc3Cl)S(C)(=O)=O)cc2)CC1
  -3%, -1%, -12%, 6%, i, 1%, i, i, -0.1%, i, -2%
24) COCC(C)NCc1ccccc1C (stereo unspecified)
  -1%, -2%, -2%, -6%, i, -2%, i, i, /, i, 3%
25) CC12CCC(C(=O)Nc3cccc(NC(=O)C45CCC(C)(C(=O)O4)C5(C)C)n3)(OC1=O)C2(C)C
  17%, 5%, -18%, -2%, i, 2%, i, i, 0.9%, i, -1%
26) CCC(C(=O)N1CCN(c2cccc(Cl)c2)CC1)c1ccccc1 (stereo unspecified)
  -6%, ?, ?, 11%, /, 1%, /, /, -1.3%, /, 3%
27) CCC(CCC(=O)Nc1cccc(C(=O)O)c1)C(=O)O (stereo unspecified)
  1%, 9%, -3%, 3%, i, 0%, i, ?, -2.1%, i, -11%
28) CCCCC(c1nnnn1C1CCCC1)N1CCN(C2CCCCC2)CC1 (stereo unspecified)
  -2%, -2%, -7%, -4%, i, 4%, i, ?, 0.4%, i, 3%
29) Cc1cccc(N=C2NC(=O)CS2)c1C
  2%, -15%, -11%, 0%, i, 0%, i, i, 1.7%[0.369 µM], i, /
30) O=C(NCc1ccco1)c1cc(-c2ccncc2)nc2ccccc12
  -2%, ?, 8%, -2%, i, -1%, i, i, -1.1%, i, -12%

(listing goes on)
Below each compound – GFP derepression, CRE-bla Fsk, ERK AVP inh, Hsp90 Hop PPI, A350 autofl, FLuc inh, Texas Red fluor, Fluorescein fluor, HBB splicing, 4MU fluor, Ub-GFP proteasome
31) Cn1c(OCc2cccnc2)nc2c1c(=O)n(Cc1ccc(Br)cc1)c(=O)n2C
  0%[20.6 µM], /, /, /, i, -1%[25.5 µM], i, ?, /, i, /
32) CCn1cc(C(C)NC(=O)COc2ccc(Cl)cc2C)c(C)n1 (stereo unspecified)
  0%, 3%, -4%, -3%, i, 1%, ?, i, -0.9%, i, -3%
33) O=C(NCc1ccco1)Nc1ccc(Br)cc1Cl
  6%, -2%, -13%, -1%, i, -2%, i, ?, 8.2%, i, -3%
34) Cc1nc2cnc(N3CCN(C)CC3)nc2n(Cc2cccs2)c1=O
  0%[9.22 µM], ?, -17%, -4%, i, 0%[11.4 µM], i, i, 1.2%, i, -1%
35) O=S1(=O)C=CC(Nc2cccc(Cl)c2)C1 (stereo unspecified)
  0%, -17%, -20%, -7%, i, 0%, ?, ?, 0.5%, i, -4%
36) CN(C)CCCNc1oc(-c2ccc(Cl)cc2)nc1C#N
  1%, ?, 12%, -2%, 1.2e-07M*, -2%, i, i, -2.8%, 9.2e-08M*, 5%
37) O=C(O)C1CC=CCC1C(=O)NC12CC3CC(CC(C3)C1)C2 (stereo unspecified)
  3%, 3%, -4%, -8%, ?, -1%, i, i, -0.1%, ?, -12%
38) COc1ccc(NC(=O)c2ccccc2NC(=O)c2ccco2)c(OC)c1
  0%, ?, ?, -8%[11 µM], /, -27%, /, /, -3.3%[0.0738 µM], /, -9%[9.17 µM]
39) CN1C(=O)c2cccc(N(C)C)c2C1=O
  -2%, ?, 2%, 1%, i, 2%, i, ?, /, i, 6%
40) O=C(Cn1cc2c(n1)CCCC2)NCCCN1CCN(C2CCCCC2)CC1
  9%, 3%, -21%, -2%, /, -2%, /, /, -0.6%, /, 9%
41) COC(=O)c1ccc(C2C(C#N)=C(N)Oc3cc(C)n(C)c(=O)c32)cc1 (stereo unspecified)
  4%, ?, -15%, -3%, i, -1%, i, i, 1.3%[0.369 µM], i, /
42) COc1ccccc1N1C(=O)CCC1(C#N)c1ccccc1 (stereo unspecified)
  -4%, 1%, -3%, 0%, /, 1%, /, /, -0.7%[9.22 µM], /, 8%
43) Cn1c(=N)n(CC(=O)O)c2ccccc21
  4%, -8%, 6%, -3%, i, 1%, i, i, -0.1%[57.5 µM], i, 7%
44) Cc1c(C(=O)Nc2ccc3c(c2)OCCO3)sc2nc(-c3ccccc3)cn12
  -4%, ?, 33%, -5%, i, -7%, i, i, -0.8%, i, -6%
45) CCOC(=O)c1c(CN2CCN(CCO)CC2)n(C)c2cc(Br)c(OC)cc12
  2%[20.6 µM], /, /, /, i, 1%[25.5 µM], i, ?, /, i, /
46) CCOC(=O)N1CCC(n2c(=S)[nH]c3cc(OCC)c(OCC)cc3c2=O)CC1
  0%, 5%, 43%, ?, i, 1%, i, i, 5.7%[0.369 µM], i, -8%
47) CC1(C)CC(C(CC(=O)O)c2ccccc2)CCO1 (stereo unspecified)
  0%, 2%, 10%, 2%, i, 2%, i, i, /, i, 4%

An excerpt from above, showing only FLuc inh and GFP derepression:
| no. | SMILES | FLuc inh | GFP derepression |
| --- | --- | --- | --- |
| 39 | CN1C(=O)c2cccc(N(C)C)c2C1=O | 2% | -2% |
| 40 | O=C(Cn1cc2c(n1)CCCC2)NCCCN1CCN(C2CCCCC2)CC1 | -2% | 9% |

A portion of the library; the hit share may differ from the screen's.
